Dicer processing = human Dicer pre-microRNA cleavage inhibition; Q9UPY3; AID 1347074; z-score at 25 µM; cat-ELCCA pre-miR-21 Dicer processing, chemiluminescence; hits give high values; 47,000 tested, 6% active; in the data active means z-score above about 3, passing the limit was not always enough;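 further: plate controls were vehicle for no effect and no enzyme for full effect; higher signal means more uncleaved substrate so more Dicer inhibition; strong numbers were not always called active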
Target sequence (Q9UPY3 whole entry, looked up): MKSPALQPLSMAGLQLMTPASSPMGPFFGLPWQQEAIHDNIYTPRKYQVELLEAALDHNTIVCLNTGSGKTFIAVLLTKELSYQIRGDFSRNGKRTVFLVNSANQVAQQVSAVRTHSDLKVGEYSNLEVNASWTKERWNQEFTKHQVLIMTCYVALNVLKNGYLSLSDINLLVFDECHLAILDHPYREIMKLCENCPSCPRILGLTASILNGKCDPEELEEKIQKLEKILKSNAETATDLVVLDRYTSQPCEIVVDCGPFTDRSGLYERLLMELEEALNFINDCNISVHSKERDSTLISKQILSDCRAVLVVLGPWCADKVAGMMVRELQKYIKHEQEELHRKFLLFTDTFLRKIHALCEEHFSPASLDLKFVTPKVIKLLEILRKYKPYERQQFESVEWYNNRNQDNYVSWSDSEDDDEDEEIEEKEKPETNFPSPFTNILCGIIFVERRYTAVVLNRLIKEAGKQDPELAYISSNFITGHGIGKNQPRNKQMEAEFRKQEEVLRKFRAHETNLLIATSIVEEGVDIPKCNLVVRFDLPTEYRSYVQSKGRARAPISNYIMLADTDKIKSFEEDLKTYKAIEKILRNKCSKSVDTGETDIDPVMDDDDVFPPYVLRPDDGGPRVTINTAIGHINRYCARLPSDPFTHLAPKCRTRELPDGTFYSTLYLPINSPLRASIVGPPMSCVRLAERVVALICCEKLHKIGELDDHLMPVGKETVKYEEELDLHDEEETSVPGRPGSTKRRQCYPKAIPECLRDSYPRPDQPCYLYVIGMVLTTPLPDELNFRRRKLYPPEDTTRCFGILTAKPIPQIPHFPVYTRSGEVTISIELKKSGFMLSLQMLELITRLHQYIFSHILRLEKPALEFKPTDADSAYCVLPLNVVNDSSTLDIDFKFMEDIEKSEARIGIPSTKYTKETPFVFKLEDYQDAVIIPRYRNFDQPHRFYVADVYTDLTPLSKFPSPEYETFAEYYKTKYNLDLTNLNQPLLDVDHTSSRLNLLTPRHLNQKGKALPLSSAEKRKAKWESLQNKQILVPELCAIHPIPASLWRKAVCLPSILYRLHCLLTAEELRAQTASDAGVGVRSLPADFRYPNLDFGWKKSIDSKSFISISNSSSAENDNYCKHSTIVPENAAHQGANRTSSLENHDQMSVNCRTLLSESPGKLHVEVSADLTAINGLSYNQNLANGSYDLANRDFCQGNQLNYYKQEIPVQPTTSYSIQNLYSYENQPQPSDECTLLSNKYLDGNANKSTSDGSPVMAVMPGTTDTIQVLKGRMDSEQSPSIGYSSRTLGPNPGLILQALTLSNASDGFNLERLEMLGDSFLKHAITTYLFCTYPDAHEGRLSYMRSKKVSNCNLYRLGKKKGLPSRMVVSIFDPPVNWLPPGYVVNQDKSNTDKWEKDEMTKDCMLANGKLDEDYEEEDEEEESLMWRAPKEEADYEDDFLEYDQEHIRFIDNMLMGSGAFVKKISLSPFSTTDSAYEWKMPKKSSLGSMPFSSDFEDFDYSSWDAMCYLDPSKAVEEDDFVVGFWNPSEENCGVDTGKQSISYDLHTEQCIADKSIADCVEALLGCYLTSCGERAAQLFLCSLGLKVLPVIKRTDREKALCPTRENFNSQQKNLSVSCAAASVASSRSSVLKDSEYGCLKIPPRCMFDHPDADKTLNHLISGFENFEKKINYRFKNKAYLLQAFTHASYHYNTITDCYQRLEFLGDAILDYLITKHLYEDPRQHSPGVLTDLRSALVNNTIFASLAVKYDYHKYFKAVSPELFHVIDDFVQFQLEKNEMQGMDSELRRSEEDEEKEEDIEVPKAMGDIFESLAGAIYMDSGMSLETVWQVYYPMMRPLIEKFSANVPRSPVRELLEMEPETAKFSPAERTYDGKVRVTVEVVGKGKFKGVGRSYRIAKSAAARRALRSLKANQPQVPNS
The depositor's hits bear a star. These rows are one share of the data; rates above refer to the full screens.

structure	Dicer processing
CC(N)(Cc1ccc(O)cc1)C(=O)O (stereo not given)	1.6
Cc1ccc(-c2csc(=N)n2-c2ccccc2)cc1	13
CCOC(=O)c1oc2ccc(Br)cc2c1NC(=O)CN1CCOCC1	0.79
Clc1ccccc1CNc1nc2ccccc2n1CCN1CCOCC1	6.5*
O=C(Nc1nc2n(n1)C(c1ccc(F)cc1)C=C(c1ccccc1)N2)c1cccs1 (stereo not given)	1.9
C/C(=N\Nc1c(C)cccc1Cl)c1ccc(Oc2ncc([N+](=O)[O-])s2)cc1	0.73
CCOc1cc(C2C(C(=O)OC(C)C)=C(C)Nc3nc4ccccc4n32)ccc1O (stereo not given)	0.98
CC(C)(C)C(=O)NCCC1CC1(Cl)Cl (stereo not given)	0.86
O=C1/C(=C\c2cccc(Cl)c2)C(c2ccccc2)Oc2ccccc21 (stereo not given)	-1.5
COc1ccc(-c2nc(-c3cc4ccccc4[nH]c3=O)no2)cc1OC	0.18
O=C1c2cccc3c(SCCO)ccc(c23)C(=O)N1CCc1ccccn1	0.97
COC(=O)c1c(C)oc(C)c1S(=O)(=O)N(C)C	-1.2
CCn1c2c(c(=O)[nH]c1=O)C(c1cccc(Cl)c1)C1=C(N2)c2ccccc2C1=O (stereo not given)	-0.43
C=C(C)Cn1c(SCC(=O)O)nnc1-c1ccccc1	1.1
FC(F)(F)c1cccc(-c2nc3c(Cl)cc(C(F)(F)F)cn3n2)c1	0.33
CCOC(=O)C1=C(Nc2ccc(F)cc2)C(=O)N(C2CCCCC2)C1	-2.8
COC(=O)c1cc(NS(=O)(=O)c2ccc(F)cc2)cc(C(=O)OC)c1	-0.05
COc1cc2ncnc(NCc3cccc4c3OCO4)c2cc1OC	0.19
Clc1ccc(-c2cn3c(n2)COc2ccccc2-3)cc1	-0.92
CCOC(=O)NNC(=S)Nc1c(C)cccc1C	-1.4
COc1ccc(-c2cc(C(F)(F)F)n3nc(C(=O)N4CCCC4)cc3n2)cc1	-1.1
NS(=O)(=O)c1ccc(NC(=O)C2CC=CCC2C(=O)N2CCOCC2)cc1 (stereo not given)	0.24
CCOC(=O)NC(=S)NCCCN1CC(C)OC(C)C1 (stereo not given)	-2
COC(=O)c1scc(C#N)c1N=CN(C)C	-3.9
Cc1cc(=O)[nH]c2c1c(C)nn2C1CCOC(C)(C)C1 (stereo not given)	0.1
COc1cccc(Nc2ncnc3ccccc23)c1	-0.49
COc1cc(OC)c([N+](=O)[O-])c(OC)c1	-1.4
Cc1c(CN2CCC(C(=O)c3ccc(F)cc3)CC2)sc2ccccc12	9.1
Cc1nn(-c2ccccc2)c2oc(=O)cc(-c3ccccc3)c12	-2.1
Cc1ccc(CSc2nnc(/N=C/NO)s2)cc1	-2.3
Cc1sc2nc(SCC(=O)N3CCCCC3)[nH]c(=O)c2c1C	-0.76
CC(c1ccccc1)n1c(SCCS(=O)(=O)c2ccc(F)cc2)n[nH]c1=O (stereo not given)	-0.26
O=C(NCc1cccnc1)c1nn2c(c1Br)NC(c1ccccc1)CC2C(F)(F)F (stereo not given)	0.23
CC(C)(CO)NC(=O)c1c(F)cccc1Cl	2.7
Clc1ccccc1Cc1cn2cc(-c3ccccc3)nc2s1	4.1*
COC(=O)c1sc(C(F)(F)F)c(-c2ccccc2)c1S(=O)(=O)NC(C)(C)C	0.51
CN(C1CCCCC1)S(=O)(=O)c1ccc2ccccc2c1	7.9
COC(OC)c1ccnc(SCc2ccc(Cl)cc2Cl)n1	-1
c1ccc(CSc2nnc(-c3ccco3)c(-c3ccco3)n2)cc1	-0.44
CCOC(=O)C1=NNC2C(=O)N(c3ccc(Cl)cc3)C(=O)C12 (stereo not given)	2
CCCCCCCc1ccc(NC(=O)NNc2ccccc2C(F)(F)F)cc1	8.4
Cc1onc(-c2ccccc2)c1NC(=O)NN(C)c1ccc(C(F)(F)F)cc1[N+](=O)[O-]	-0.75
Cc1cc2oc3c(c(=O)c2cc1C)C(c1ccccc1F)N(CCCN1CCOCC1)C3=O (stereo not given)	-0.51
O=c1c(Cc2ccccc2)c(O)c2ccccc2n1-c1ccccc1	4*
O=C1Nc2ccc(Br)cc2/C1=C/C(=O)c1ccc2c(c1)OCO2	-0.16
Cc1csc2c(NCCCN3CCOCC3)ncnc12	0.59
CN(C)c1ncnc2c1[nH]c1ccccc12	3.5*
Cc1cccc2nc(COc3ccc(Cl)cc3)cn12	1
CCCCNc1cc(C(=O)O)cc(S(N)(=O)=O)c1Oc1ccccc1	0.67
CCN(C(=O)c1cnc(NC)cc1C(F)(F)F)c1ccc(Cl)cc1	-0.27

New compounds follow
| structure | Dicer processing |
| --- | --- |
| COC(=O)c1cc(S(=O)(=O)NCc2ccc(Cl)cc2Cl)oc1C | -0.84 |
| CSC(=NC(=O)c1c(Cl)cccc1Cl)N1CCOCC1 | -0.76 |
| CCn1cc(C(=O)OCC(=O)c2ccc(Cl)cc2)c(=O)c2ccc(C)nc21 | -0.68 |
| COc1ccc(/C(O)=C2/C(=O)C(=O)N(CCCC(=O)O)C2c2cccnc2)cc1 (stereo not given) | 15 |
| CC1(C)CC(NCC(=O)N2c3ccccc3Sc3ccc(Cl)cc32)CC(C)(C)N1 | 3.3* |
| O=C(CSc1nnnn1-c1ccccc1)Nc1nsc(-c2ccc(Cl)cc2)n1 | 2.4 |
| COc1ccc(C2Nc3c(C)cccc3-c3cc(C)nn32)cc1O (stereo not given) | 3.9* |
| CCOC(=O)c1cc(C#N)c(N2CCC(C(=O)OCC)CC2)nc1C(F)(F)F | 7.8 |
| CCOc1cc(C2C(C(=O)OC)=C(C)NC3=C2C(=O)CC(c2ccccc2)C3)cc(Cl)c1O (stereo not given) | 3.7* |
| COc1cc(C2SCCS2)cc(Br)c1OS(=O)(=O)c1ccc(C)cc1 | -7.9 |
| NCCNCCNCCNCCN | -0.26 |
| CC(C)c1ccc(N2C(=O)CC(N3CCN(Cc4ccc5c(c4)OCO5)CC3)C2=O)cc1 (stereo not given) | -0.64 |
| Nc1ccccc1NC(=S)Nc1ccccc1C(F)(F)F | 1.8 |
| Cc1cc(F)ccc1S(=O)(=O)N(C(=O)c1cccnc1)c1ccc2oc(=O)sc2c1 | 4.8* |
| Cn1ncc2c(N/N=C/c3ccccc3)ncnc21 | 0.22 |
| Nc1nonc1-c1nc2ccccc2n1Cc1ccc(Cl)cc1 | 1.1 |
| COc1ccccc1-n1cnc2c(sc3nc(N4CCOCC4)c4c(c32)CC(C)(C)OC4)c1=O | -0.2 |
| Cc1cc(C)n2ncc(/C(N)=N/OC(=O)Nc3ccccc3)c2n1 | 1.2 |
| CSC(SC)=C(C#N)C(=O)c1cccc(C)c1 | -0.63 |
| CC(C)(C)c1ccc(-c2cc(NC(=O)c3ccccc3F)n[nH]2)cc1 | 1.1 |
| CCCOC(=O)c1ccc2c(c1)C(=O)NC2=O | -1.4 |
| Nc1nc(Nc2ccccc2)nc(NCc2ccccc2)c1[N+](=O)[O-] | 2.4 |
| CC1(C)CC(NC(=O)CC(=O)NC2CC(C)(C)NC(C)(C)C2)CC(C)(C)N1 | -0.46 |
| O=C1C=CC(=O)C2C3c4ccccc4C(c4ccccc43)C12 (stereo not given) | -0.17 |
| O=C(NNc1c(Cl)cccc1Cl)c1sccc1Cl | 3 |
| Cc1cc(C)nc(NC2=NCC(=O)N2c2ccc(F)cc2)n1 | 1.4 |
| NNC(=O)Nc1ccc(C(F)(F)F)cc1Cl | 0.71 |
| Cc1cn(-c2ccccc2)nc1C(=O)Nc1nn(C)c2ccccc12 | 1.2 |
| CSc1nnc2c(n1)OC(c1ccc(N(C)C)cc1)N(C(C)=O)c1ccccc1-2 (stereo not given) | 2 |
| O=[N+]([O-])c1cc(C2SCCS2)ccc1SCc1ccco1 | -0.28 |
| CCN1C(=O)c2cccc3c(S(=O)(=O)NC(Cc4c[nH]c5ccccc45)C(=O)O)ccc1c23 (stereo not given) | -1.4 |
| c1ccc(-c2cc3nccc(-c4ccccc4)n3n2)cc1 | 0.55 |
| O=c1cc(Nc2ccc(Cl)cc2)nc(COc2ccccc2)[nH]1 | -2.1 |
| CCCc1cc(=O)[nH]c(SCC(=O)N2CCN(S(=O)(=O)c3ccc(C)cc3)C2)n1 | 0.12 |
| N#Cc1cccnc1NNC(=O)COCC(=O)O | -0.17 |
| CCOC(=O)Cc1c(C(=O)OCC)nnc2c(-c3ccccc3)c(C)nn12 | -1.7 |
| CC(C)(C)C(=O)Cn1nnc(N2CCCC2)n1 | 6.3 |
| COc1cccc(C2C3=C(CC(C)(C)CC3=O)Nc3ccc4ccccc4c32)c1OC (stereo not given) | -0.52 |
| Cc1c(CSC(=N)N)c(C)c(CSC(=N)N)c(C)c1CSC(=N)N | -8.7 |
| CCn1c(=O)c2c(nc3n2CCN3c2ccc(OC)cc2)n(C)c1=O | -0.66 |
| CC1(C)C(=O)N(CCN2CCC(C(=O)c3ccc(F)cc3)CC2)c2ccccc21 | 0.04 |
| NCCNc1cccc2c(S(=O)(=O)O)cccc12 | -1.6 |
| O=[N+]([O-])c1cc(Cl)c(-n2cccc2)cc1Sc1ccc(Cl)cc1 | -0.82 |
| COc1ccc(C2C(C(=O)c3cccs3)=C(O)C(=O)N2Cc2cccnc2)cc1OC (stereo not given) | -1.8 |
| COCCNc1nc2c(c(=O)n(C)c(=O)n2C)n1Cc1ccc(Br)cc1 | 1.7 |
| CCOc1ncc(-c2nnnn2-c2ccc(C)cc2)c(-c2cccc(Cl)c2)n1 | -0.64 |
| CC(C)(C=O)Cc1cc(C(C)(C)C)c(O)c(C(C)(C)C)c1 | -0.5 |
| COCCOC(=O)C1=C(C)Nc2nc3ccccc3n2C1c1ccc(C(C)C)cc1 (stereo not given) | 1.8 |
| O=C(CSc1ncn[nH]1)N1CCc2ccccc21 | 0.69 |
| S=C(NCCn1ccnc1)Nc1ccc(Cl)cc1 | 0.86 |
| O=C(Oc1ccc(Cl)c2cccnc12)N1CCCC1 | -0.68 |
| CSCCn1c(C(C)(C)C)cc(C(=O)O)c1C | -0.45 |
| COC(=O)c1ccccc1Sc1c(-c2ccccc2)nc2ncccn12 | 1.2 |
| COC(=O)CSc1nc(N)nc(C)c1Cl | 2.7 |
| C=CCSc1nc2ccccc2n1CC(=O)O | 1.5 |
| CS/C(N)=N/C(N)=Nc1ccc(Cl)cc1 | -0.8 |

Other structures follow:
| structure | Dicer processing |
| --- | --- |
| Cc1cc(=O)[nH]c(SCC(=O)C(C)(C)C)n1 | 0.9 |
| O=c1onc(-c2ccccc2)c2ccccc12 | -0.31 |
| COc1ccc(OC)c(C2C3=C(CC(C)(C)CC3=O)Nc3nc(SC)[nH]c(=O)c32)c1 (stereo not given) | 0.3 |
| CC(O)C(O)[C@H]1CNc2nc(N)[nH]c(=O)c2N1 (stereo not given in full) | -1.7 |
| OCCNc1ncnc2sc3c(c12)CCCC3 | -0.37 |
| COC(=O)CN(C(=O)c1ccccc1[N+](=O)[O-])C(C)(C)C | -1.4 |
| Cc1ccc(N=Nc2c(C)[nH][nH]c2=O)c(C)c1 | -0.79 |
| N/C(=N\NS(=O)(=O)c1cc(C(F)(F)F)cc(C(F)(F)F)c1)c1ccccn1 | 1 |
| O=c1cc(C(F)(F)F)[nH]c2ccccc12 | -1.2 |
| Cc1ccc(S(=O)(=O)N=S(Cc2ccccc2)Cc2ccccc2)cc1 | -0.03 |
| O=C(O)CCCC(=O)N1CCc2ccccc21 | -0.64 |
| OC1(c2ccccc2)CCC2C1CCC2(O)c1ccccc1 (stereo not given) | 0.4 |
| O=c1[nH][nH]c(=S)n1-c1ccc(OCc2ccccc2)cc1 | -1.1 |
| COC(=O)C1=C(N)CC(c2ccccc2)S1 (stereo not given) | -1.7 |
| CCOC(=O)C1=C(C)NC2=C(C(=O)CC(c3ccccc3)C2)C1c1cccc(Br)c1 (stereo not given) | 5.4* |
| O=C(O)CCN(Cc1ccco1)S(=O)(=O)c1cccc2nsnc12 | -0.66 |
| CCOC(CNC(=S)NC12CC3CC(CC(C3)C1)C2)OCC | 0.67 |
| CCNc1nc(Oc2ccc(=O)n(-c3ccccc3)n2)nc(N2CCOCC2)n1 | -1.2 |
| O=C(O)c1nnc(Cl)c2ccccc12 | 0.53 |
| Oc1ccc(NCc2cccs2)cc1 | 1 |
| COc1cccc(C2=NN3C(C2)c2cc(Br)ccc2OC3c2cccnc2)c1 (stereo not given) | 7.2* |
| CC12CN3CC(C)(CN(C1)C3c1ccc3ccccc3c1O)C2=O (stereo not given) | -2.2 |
| CCOC(=O)c1sc(SC)c2c1CC(c1ccccc1)CC2=O (stereo not given) | 3.7* |
| CC(c1ccccc1)N1CNc2c(c(=O)n(C)c(=O)n2C)C1 (stereo not given) | 0.51 |
| CCCC1c2ccsc2CCN1C(=O)c1cc(OC)cc(OC)c1 (stereo not given) | -0.32 |
| CCOc1ccc2oc(C)c(C(=O)OCCOC)c2c1 | 0.72 |
| O=C(O)/C=C/C(=O)NC1Cc2ccccc2C1 | -0.09 |
| COC(=O)C1=C(C)NC2=C(C(=O)CCC2)C1c1sc2ccccc2c1C (stereo not given) | -3.4 |
| CN1C(=O)C2(/C(=C(/O)c3ccccc3)C(=O)C(=O)N2CCCN2CCOCC2)c2ccccc21 (stereo not given) | 5.3* |

From PubChem BioAssay
